Bioassay records as filed in PubChem.
KCNQ1 inh: inhibitors of human KCNQ1 channel, primary screen, cell-based, thallium flux, high-throughput. Potassium voltage-gated channel subfamily KQT member 1 (Homo sapiens), P51787. CHO-K1 KCNQ1, FluxOR thallium flux fluorescence; hits give high values. B-score at 10 µM. 1.3% of 310,000 active;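 active = compounds whose thallium flux B-score, printed positive for inhibition, exceeds three library SD while starting fluorescence stays within three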;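 also: channel opened by potassium depolarization with thallium stimulus after 20 min compound exposure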
PolyA inh: polyadenylation inhibitors in yeast reporter cells, primary screen, luminescence, S. cerevisiae | S. cerevisiae SKY197-pL101 polyadenylation reporter, beta-gal luminescence; efflux-impaired pdr1/pdr3 knockout yeast; score 100 = 6 SD above DMSO | calls only at 12 µM | 0.02% of 300,000 active;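 active = lowest replicate activity score at least 50, where 100 means six control SD above control mean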;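 also: yeast exposed to compound for 9 h at 30 °C; higher score means more reporter readthrough which indicates perturbed polyadenylation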
RGS4 act: RGS4 potentiators or activators, primary screen, cell-based, HEK293 M3R inducible RGS4, calcium flux. carbachol calcium flux Fluo4; hits give low values. B-score at 10 µM. 0.92% of 310,000 active;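 active = B-score of the integrated calcium signal more than 4 SD below the library mean, with starting fluorescence not abnormally high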;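 also: negative B-score means reduced calcium response which marks RGS4 activation or potentiation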
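Detection: kinetic calcium fluorescence imaging with Fluo4-AM dye, 2 µM / Material: HEK293 cells with stable M3R and inducible RGS4 / Schedule: recording 10 s baseline at 1 Hz, 100 s post-agonist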
GSK3beta inhib: human GSK3beta kinase inhibitors, primary screen, biochemical, cell-free homogeneous, HTS; GST-GSK3beta kinase, ADP-Glo luminescence, 60 min; hits give low values; activity score (negative = inhibition), % at 10 µM; 0.038% of 300,000 active; AID 2097, 2009;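 active = more than half of replicate wells score below -50%, meaning over 50% inhibition versus plate controls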;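 also: 0% = median DMSO wells and -100% = median GW8510 positive control wells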
Target sequence (P49841 whole entry, looked up): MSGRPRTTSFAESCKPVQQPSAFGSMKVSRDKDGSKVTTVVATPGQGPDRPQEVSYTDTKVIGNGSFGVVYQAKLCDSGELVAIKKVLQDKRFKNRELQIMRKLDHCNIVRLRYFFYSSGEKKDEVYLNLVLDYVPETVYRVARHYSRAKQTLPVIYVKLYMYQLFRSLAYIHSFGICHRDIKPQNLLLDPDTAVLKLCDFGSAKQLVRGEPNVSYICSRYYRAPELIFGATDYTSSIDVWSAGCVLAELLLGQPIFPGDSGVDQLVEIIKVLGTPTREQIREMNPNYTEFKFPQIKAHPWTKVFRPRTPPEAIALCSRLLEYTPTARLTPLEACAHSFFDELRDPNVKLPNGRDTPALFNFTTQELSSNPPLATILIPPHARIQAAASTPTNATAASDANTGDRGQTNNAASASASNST
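Assay system: GST-fused GSK3beta enzyme, cell-free / Medium: Tris pH 7.5 buffer with MgCl2, DTT, BSA, heparin / Also added: peptide substrate plus 25 µM ATP (final) / Compound: 10 µM single point / Timing: kinase reaction with compound 60 min at room temperature / Detection: ADP-Glo luminescence / Benchmarks: DMSO neutral wells and GW8510 at 20 µM as positive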
KCNK3 inh: human KCNK3 channel inhibitors, primary screen, CHO cells, FluxOR thallium flux, B-score; Potassium channel subfamily K member 3 (Homo sapiens), O14649; FluxOR fluorescence; hits give low values; B-score at 10 µM; 0.84% of 340,000 active; AID 602410, 2012;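 active = B-score under library mean minus 4 SD, starting fluorescence ratio at most library mean plus 5 SD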;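 also: more negative B-score means stronger inhibition of thallium flux through KCNK3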
Target sequence (O14649 whole entry, looked up): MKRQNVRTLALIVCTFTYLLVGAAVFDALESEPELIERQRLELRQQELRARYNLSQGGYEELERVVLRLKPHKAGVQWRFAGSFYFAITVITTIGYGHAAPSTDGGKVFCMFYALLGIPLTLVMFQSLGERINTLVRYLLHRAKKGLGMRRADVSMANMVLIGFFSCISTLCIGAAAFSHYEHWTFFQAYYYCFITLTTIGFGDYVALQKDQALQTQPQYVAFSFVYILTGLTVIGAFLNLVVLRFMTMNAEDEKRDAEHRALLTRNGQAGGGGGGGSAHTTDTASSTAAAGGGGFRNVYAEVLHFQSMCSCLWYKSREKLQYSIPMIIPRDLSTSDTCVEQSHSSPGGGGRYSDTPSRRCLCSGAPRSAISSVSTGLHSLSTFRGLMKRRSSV
HDAC3 inhib: HDAC3 deacetylase inhibitors, primary screen, biochemical, fluorescence, cell-free homogeneous. recombinant HDAC3, fluorogenic peptide/trypsin coupled. 0.15% of 320,000 active. Histone deacetylase 3 (Homo sapiens), O15379. inhibition, % at 8.3 µM; in the data active = inhibition above about 26%, passing the limit was not always enough
GSK3 alpha inh: blockers of GSK3A enzyme activity – biochemical, luminescence, cell-free homogeneous, HTS, primary screen; GSK-3 alpha kinase, ADP-Glo luminescence, 60 min; inhibition, % at 10 µM; 0.1% of 320,000 active; AID 2650, 2010;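 in the data active = inhibition above about 50%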;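 also: GST-tagged GSK-3 alpha with peptide substrate and 25 µM ATP; 0% = DMSO neutral wells and 100% = GW8510 positive control wells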
DYRK1A inh: rat Dyrk1A kinase inhibitors, primary screen, biochemical, single point, plate reader | inhibition, % at 12.5 µM | 0.43% of 310,000 active | Dual specificity tyrosine-phosphorylation-regulated kinase 1A (Rattus norvegicus), Q63470 | ADP-Glo luminescence, NFATc1 peptide; in the data active = inhibition above about 50%;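 also: plate controls were vehicle with enzyme for no effect and no enzyme for full effect; many of its hits are not listed in these tables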
hERG rescue: hERG rescue from dofetilide block, primary screen, cell-based, CHO-hERG, FluxOR thallium flux, dofetilide IC70. Voltage-gated inwardly rectifying potassium channel KCNH2 (Homo sapiens), Q12809. 0.51% of 310,000 active. activation (rescue from dofetilide block), less the hit threshold, % at 10 µM. dofetilide IC70 present;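 active = activation above the mean of controls blocked by dofetilide plus 5 SD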;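 also: thallium influx through hERG after potassium depolarization seen as dye fluorescence rise; in these data hits start at about 4.7%; inactives centre near -7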
KCNQ1 act: potentiators or activators of KCNQ1 channel, primary screen, cell-based, thallium flux, high-throughput | Potassium voltage-gated channel subfamily KQT member 1 (Homo sapiens), P51787 | CHO-K1 KCNQ1, thallium flux FluxOR fluorescence; hits give high values | B-score at 10 µM | 0.35% of 310,000 active;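 active = fluorescence ratio B-score, a plate-corrected score, at least three library SD, with initial intensity B-score within 5 SD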
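System: CHO-K1 cells stably expressing KCNQ1 / Medium: assay buffer for compound exposure, DMSO matched across wells / Reagent: thallium- and potassium-containing depolarizing buffer / Compound: one concentration, matched DMSO / Incubation: 20 min compound pretreatment at room temperature / Measured by: kinetic FluxOR fluorescence, 10 s baseline plus 110 s post-stimulus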
KCNK9 block: KCNK9 potassium channel inhibitors, primary screen, HEK293 cells, thallium flux; AID 488922, 2010; 1.2% of 310,000 active; B-score at 10 µM; Potassium channel subfamily K member 9 (Homo sapiens), Q9NPC2; FluxOR thallium flux fluorescence; hits give low values;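 active = ratio B-score over 3 SD below the library mean, with starting fluorescence within 5 SD of its mean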;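 also: negative B-score means less thallium flux so channel inhibition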
An asterisk follows results filed as active; i = inactive; nt = not tested or not shown.

SMILES	KCNQ1 inh	PolyA inh	RGS4 act	GSK3beta inhib	KCNK3 inh	HDAC3 inhib	GSK3 alpha inh	DYRK1A inh	hERG rescue	KCNQ1 act	KCNK9 block
CCc1cccc(NC(=O)CCS(=O)(=O)c2ccc(Br)cc2)c1	i	i	i	1	i	-4	-4	-4	-5	i	i
Cc1ccc(S(=O)(=O)NCCC(=O)N2CC(C)OC(C)C2)cc1C (stereo unspecified)	i	i	i	-4	i	-2	-2	10	-17	i	i
Cc1ccc(C(=O)N/C(=C\c2ccc(-c3ccc(Cl)cc3)o2)C(=O)NCCCN(C)C)cc1	i	i	i	3	i	2	30	3	-23	i	i
O=C(NN1CCCCC1)c1cccc2ccccc12	i	i	i	-5	i	2	0	-1	-12	i	i
COc1ccccc1Oc1nc(-c2ccccc2)cc(C)c1S(C)(=O)=O	i	i	i	-3	i	nt	nt	6	-6	i	i
COc1cc(-c2ccc(NC(=O)NC3CC3)c(OC)c2)ccc1NC(=O)NC1CC1	i	i	i	-25	nt	nt	1	nt	-1	i	i
CC(/C=C/c1ccco1)=N\NC(=O)COc1ccc(C)c(C)c1	i	i	i	-3	i	2	-1	-6	-23	i	i
Cc1cc(S(=O)(=O)Nc2ccc(C(=O)N3CCN(C(=O)c4ccco4)CC3)cc2)ccc1F	i	i	i	0	i	2	2	13	7.5*	i	i
CC1=C(C(=O)OC(C)C)C(c2ccccc2)NC(=S)N1C (stereo unspecified)	i	i	i	2	i	13	-2	1	-11	i	i
FC(F)(F)c1ccc(Cl)c(NC(=S)N/N=C/c2ccccc2C(F)(F)F)c1	i	i	i	-3	i	6	1	-4	-2	i	i
O=C1CCCC2=C1C(c1ccc(Cl)cc1)n1c(s/c(=C\c3ccc4ccncc4c3)c1=O)=N2 (stereo unspecified)	i	i	i	0	i	-2	1	2	-9	i	i
CCC(=O)NC(NC(=S)Nc1ccc(S(N)(=O)=O)cc1)C(Cl)(Cl)Cl (stereo unspecified)	i	i	i	4	i	-1	1	3	-11	i	i
CCCn1c(=N)n(CC(=O)C(C)(C)C)c2ccccc21	6*	i	i	1	i	-1	-1	2	-5	i	i
C=CCn1c(P(=O)(O)c2ccccc2)nc2ccccc21	i	i	i	4	i	4	nt	2	-14	i	i
O=C(O)C1Cc2ccccc2CN1C(=O)CCl (stereo unspecified)	i	i	i	5	i	-12	-1	nt	-11	i	i
NC(=O)C1CCCN(C(=O)NC2CCCCC2)C1 (stereo unspecified)	i	i	i	0	i	4	-1	-4	-8	i	i
Cc1nc(CNC(=O)C2CCC(=O)N(Cc3cccc(F)c3)C2)sc1C (stereo unspecified)	i	i	i	1	i	-12	-1	-1	-4	i	i
O=S(=O)(Nc1ccc2c(c1)OCCO2)c1cccc2nsnc12	i	i	i	1	i	14	-1	-2	-9	i	i
Cc1cc2cc(CN(Cc3cccs3)C(c3nnnn3C(C)(C)C)C(C)C)c3nnnn3c2cc1C (stereo unspecified)	i	i	i	2	i	nt	nt	1	-9	i	-9.8*
O=C(Nc1ccc(Cl)cc1)Nc1cc(S(=O)(=O)N2CCOCC2)ccc1N1CCCC1	i	i	i	-2	i	3	-5	0	-14	i	i
CCOc1ccccc1NCc1cc(=O)oc2cc(C)c(O)cc12	i	i	i	0	i	2	0	-1	-6	i	i
CC[C@H](C)[C@H](NC(N)=O)C(=O)OCC(=O)NCc1ccc(Cl)cc1	i	i	i	2	i	0	-1	1	-4	i	i
O=[N+]([O-])c1cc(-c2csc(NCCc3nc4cc(Cl)c(N5CCCCC5)cc4n3CCCO)n2)ccc1Cl	i	i	i	1	i	-10	-1	2	-9	i	i
CCN(CC(=O)Nc1c(F)cccc1F)C(=O)c1ccc(C#N)cc1	i	i	i	1	i	nt	-3	2	-3	i	i
Cc1ccc2c(c1)C(c1ccc(F)cc1)N(C(=O)C1CC1)CC(=O)N2 (stereo unspecified)	i	i	i	-2	i	-3	2	5	-3	i	i

Other compounds follow.
SMILES	KCNQ1 inh	PolyA inh	RGS4 act	GSK3beta inhib	KCNK3 inh	HDAC3 inhib	GSK3 alpha inh	DYRK1A inh	hERG rescue	KCNQ1 act	KCNK9 block
Cc1cc(C)cc(CN2C(=O)NC3(CCCCCC3)C2=O)c1	i	i	i	-5	i	5	5	3	-5	i	i
COc1cc(C2C(C(=O)c3ccco3)=C(O)C(=O)N2Cc2cccnc2)cc(OC)c1OC (stereo unspecified)	i	i	i	1	i	-1	-4	-11	-1	i	i
Cc1ccccc1OCC(=O)NCC(=O)OCC(=O)c1ccc([N+](=O)[O-])cc1	i	i	i	1	i	-2	0	-7	-5	i	i
COc1cccc(/C=N/Nc2nnc(C)n2N)c1O	i	i	i	-1	i	4	-1	8	-2	i	i
C=CC[C@H]1CC(C)=C[C@H](CC=C)N1C(=O)c1cc(COc2ccccc2SC)on1	8*	i	i	2	i	nt	-2	5	-13	i	i
O=S(=O)(NCc1cc(-c2ccccc2Cl)no1)c1ccccc1	i	i	i	0	i	-2	-2	13	-14	i	i
COC(=O)c1cc(S(=O)(=O)N2CCN(Cc3ccccc3)CC2)cn1C	i	i	i	-4	i	12	-5	-5	-4	i	i
COc1cc(C2/C(=C(\O)c3ccc4c(c3)OCCO4)C(=O)C(=O)N2Cc2ccco2)ccc1O (stereo unspecified)	i	i	i	7	i	-3	5	-4	-6	i	i
CSCCC(NS(=O)(=O)c1ccc(C)cc1)C(=O)N1CCCC1 (stereo unspecified)	i	i	i	nt	i	2	-1	6	-5	i	i
O=C(CCNS(=O)(=O)c1ccccc1)OCC(=O)c1ccc(F)cc1	i	i	i	2	i	-6	2	13	-6	i	i
CC(=O)NC1(C2CCCCC2=O)CCCCC1 (stereo unspecified)	i	i	i	1	i	0	nt	-4	-14	i	i
CC1(C)CC(=O)C(C=NCCN2CCN(CC(=O)Nc3ccc(Cl)cc3)CC2)=C(O)C1	i	i	i	1	i	-3	-2	-4	-8	i	i
CC(=O)NC(Cc1c[nH]c2ccccc12)C(=O)Nc1ccc2c(c1)OCO2 (stereo unspecified)	i	i	i	1	i	7	1	5	-6	i	i
Cc1ccccc1NS(=O)(=O)c1ccc(C(=O)NCC(c2ccccc2)N(C)C)cc1 (stereo unspecified)	i	i	i	1	i	6	1	nt	-12	i	i
N#Cc1ccc(CN2CCN(C(=O)Cn3nc(C(N)=O)c4ccccc4c3=O)CC2)cc1	i	i	i	nt	i	-1	-2	-7	-8	i	i
CC(C)Cn1c(N2CCN(CC(=O)Nc3ccc(Cl)cc3)CC2)nc2ccccc21	i	i	i	-2	i	16	-1	4	-8	i	i
COc1ccc(C(=O)COC(=O)Cn2cnc3ccccc3c2=O)c(OC)c1	i	i	i	3	i	5	2	6	-8	i	i
CCOc1ccc2c(c1)S/C(=C\c1cccs1)C(=O)N2	i	i	i	4	i	2	-3	2	-9	i	i
COc1ccc(NC(=O)Nc2nccs2)cc1	i	i	i	-4	i	-1	-1	18	-3	i	i
O=C(OCC(=O)c1ccc(Cl)cc1Cl)c1ccc2c(c1)C(=O)N(c1cccc3ncccc13)C2=O	i	i	i	5	i	3	-2	0	-19	i	i
Cc1cccc(COCC(Cc2ccccc2)N2CCN(C(=O)c3ccc(Cl)c(Cl)c3)CCC2=O)c1 (stereo unspecified)	i	i	i	0	i	12	-1	5	-12	i	i
C/C=C/Cn1c(N2CCCCCC2)nc2c1c(=O)[nH]c(=O)n2C	i	i	i	3	i	-7	-4	2	-7	i	i
COC(CSc1ncnc2c1oc1nc3c(cc12)COC(C)(C)C3)OC	i	i	i	-2	i	-2	5	nt	-13	i	i
O=C1CC(N2CCN(S(=O)(=O)c3ccc(Cl)cc3)CC2)C(=O)N1CCc1ccccc1 (stereo unspecified)	i	i	i	-2	i	4	-2	-10	-3	i	i
CC(=N)C1=C(O)CC(C)(C)CC1=O	i	i	i	0	i	-8	1	6	-6	i	i

Next part; the last 2 above are carried over.
SMILES	KCNQ1 inh	PolyA inh	RGS4 act	GSK3beta inhib	KCNK3 inh	HDAC3 inhib	GSK3 alpha inh	DYRK1A inh	hERG rescue	KCNQ1 act	KCNK9 block
O=C1CC(N2CCN(S(=O)(=O)c3ccc(Cl)cc3)CC2)C(=O)N1CCc1ccccc1 (stereo unspecified)	i	i	i	-2	i	4	-2	-10	-3	i	i
CC(=N)C1=C(O)CC(C)(C)CC1=O	i	i	i	0	i	-8	1	6	-6	i	i
O=C(CSc1nnc(-c2cccc(F)c2)o1)Nc1nncs1	i	i	i	0	i	-6	-2	3	-7	i	i
CC(C)Oc1ccc(/C(O)=C2/C(=O)C(=O)N(Cc3cccnc3)C2c2ccco2)cc1 (stereo unspecified)	i	i	i	7	i	6	3	-6	-3	i	i
Cc1cc(C)c2cc(C(=O)N3CCC(C(=O)c4ccc(F)cc4)CC3)[nH]c2c1	i	i	i	1	i	10	0	-1	-11	i	i
COc1ccc2c(c1)c(N=NC(N)=S)c(O)n2CC(=O)c1ccccc1	i	i	i	-1	i	0	0	-1	-8	i	i
Cc1onc(-c2ccccc2)c1C(=O)N1CCCC1	i	i	i	1	i	1	-2	1	-12	i	i
O=S(=O)(c1cc(F)ccc1F)N1CCC2(CC1)OCCO2	i	i	i	-3	i	-6	0	-7	-7	i	i
CCOC(=O)N1CCC(N(CCN(C)C)C(=S)Nc2ccccc2OCC)CC1	i	i	i	1	i	-1	-1	-2	-2	i	i
O=[N+]([O-])c1cc(CN2CCC(O)CC2)ccc1Cl	i	i	i	0	i	3	-2	nt	-12	i	i
Cc1ccc(S(=O)(=O)N2CCOCC2)cc1C(=O)OCC(=O)N1CCc2ccccc2C1	i	i	i	2	i	nt	nt	2	-13	i	i
CCCOc1ccc(-c2nc(C#N)c(N3CCN(CC)CC3)o2)cc1	i	i	i	-2	i	-27	-1	-6	-12	i	i
COc1cccc(/C=C2/NC(=O)NC2=O)c1OCC(=O)Nc1ccccc1	i	i	i	0	i	nt	nt	nt	-26	i	i

A portion of the library. The share of hits here may be higher or lower than overall.
